From PubChem BioAssay
GAA inhib – inhibitors of human lysosomal alpha-glucosidase | actives 0.005% (n = 200,000) | AID 1466 | Potency, µM (titrated, usually from 76.9 µM), without a hit: at the highest dose activity change, negative = inhibition, hits mostly inhibitors | P10253 | purified human GAA, 4-MU-alpha-glucoside fluorescence;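 note: plate controls were uninhibited enzyme wells for no effect and no-enzyme background for full effect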
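Enzyme (4 nM final) mixed with compound (up to 77 uM), then 4-MU-alpha-D-pyranoside (400 uM final) added; 20 min at room temperature, pH 5.0. Reaction stopped at pH 10, fluorescence read, AC50 derived by Hill fit.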
aGal spleen mod – inhibitors or activators of human alpha-galactosidase in spleen homogenate | P06280 | human spleen homogenate, 4MU-alpha-Gal fluorescence, 40 min | Potency, µM (highest dose often 80 µM), inactives show top-dose activity change, negative = inhibition, actives largely listed as inhibitors | actives 0.008% (n = 240,000);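 note: 0% = enzyme with vehicle and -100% = no enzyme basal signal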
Target sequence (P06280 32-429 limits assumed): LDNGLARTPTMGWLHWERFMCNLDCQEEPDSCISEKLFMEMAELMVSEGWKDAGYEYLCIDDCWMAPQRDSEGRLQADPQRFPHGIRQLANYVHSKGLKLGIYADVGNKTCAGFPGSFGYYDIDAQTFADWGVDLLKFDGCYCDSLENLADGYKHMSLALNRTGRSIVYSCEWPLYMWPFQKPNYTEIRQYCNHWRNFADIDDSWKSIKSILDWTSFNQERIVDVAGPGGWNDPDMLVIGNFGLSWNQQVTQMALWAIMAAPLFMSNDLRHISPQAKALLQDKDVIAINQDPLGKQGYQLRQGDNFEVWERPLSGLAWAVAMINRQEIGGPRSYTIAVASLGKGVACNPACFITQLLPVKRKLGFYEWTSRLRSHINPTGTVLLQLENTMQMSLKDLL
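Fluorogenic readout (Ex 365/Em 440 nm) of 4-methylumbelliferone released from 1 mM 4-MU-alpha-galactoside by spleen homogenate, 40 min at 37C, pH 5.0. Data normalized to no-enzyme and enzyme controls; Hill-equation AC50 from compound titrations.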
ALDH1A1 block – inhibitors of human aldehyde dehydrogenase 1A1 | P00352 | Purified ALDH1A1, NADH fluorescence, propionaldehyde substrate | Potency, µM (doses to about 75.3 µM), for the others: top-dose activity, negative = inhibition, actives largely listed as inhibitors | actives 7.3% (n = 220,000) | AID 1030; active = well fitted inhibition curve with a large enough effect, not every such curve was filed as active; inconclusive = small, poorly fitted or top-dose-only effect, or another doubt; inactive = no such curve, though single readings can be large or run the other way;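 note: plate controls were no enzyme wells and a reference inhibitor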
JMJD2E inh – inhibitors of human JMJD2E histone demethylase; B2RXH2; Potency, µM (highest dose often 57.1 µM), inactives show at the highest dose activity change, negative = inhibition, actives largely listed as inhibitors; JMJD2E catalytic domain, FDH-coupled NADH fluorescence (FDH is formaldehyde dehydrogenase); actives 1.6% (n = 230,000); AID 2147; active = well fitted inhibition curve with a large enough effect, not every such curve was filed as active; inconclusive = small, poorly fitted or top-dose-only effect, or another doubt; inactive = no such curve, though single readings can be large or run the other way;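 note: 0% = wells with enzyme and -100% = buffer wells without enzyme; nearly all actives have a fitted effect of over 50% in size; many of its hits are not listed in these tables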
Target sequence (B2RXH2 1-337 limits assumed): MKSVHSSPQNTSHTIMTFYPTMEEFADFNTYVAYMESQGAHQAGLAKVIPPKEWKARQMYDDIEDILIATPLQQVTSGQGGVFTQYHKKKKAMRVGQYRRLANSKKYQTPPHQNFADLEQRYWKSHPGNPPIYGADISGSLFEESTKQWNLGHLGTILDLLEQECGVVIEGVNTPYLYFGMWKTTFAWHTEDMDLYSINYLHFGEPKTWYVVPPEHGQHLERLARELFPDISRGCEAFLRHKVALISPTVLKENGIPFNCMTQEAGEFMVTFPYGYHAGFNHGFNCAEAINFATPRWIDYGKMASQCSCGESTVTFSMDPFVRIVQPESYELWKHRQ
RGS12 GoLoco inh – blocks human Gai1 binding to RGS12 GoLoco peptide, red readout. Gai1:RGS12 GoLoco peptide FP, rhodamine, 10 min. Potency, µM (series often up to 61.6 µM), for the others: at the highest dose activity, negative = inhibition, usual class: inhibitors. actives 0.44% (n = 230,000); active = well fitted inhibition curve with a large enough effect, not every such curve was filed as active; inactive = no such curve, though single readings can be large or run the other way; note: % is set by controls: 0 for no effect and ±100 for the full control effect; nearly all actives have a fitted effect of over 30% in size; many of its hits are not listed in these tables
Target sequence (P63096 whole entry, looked up): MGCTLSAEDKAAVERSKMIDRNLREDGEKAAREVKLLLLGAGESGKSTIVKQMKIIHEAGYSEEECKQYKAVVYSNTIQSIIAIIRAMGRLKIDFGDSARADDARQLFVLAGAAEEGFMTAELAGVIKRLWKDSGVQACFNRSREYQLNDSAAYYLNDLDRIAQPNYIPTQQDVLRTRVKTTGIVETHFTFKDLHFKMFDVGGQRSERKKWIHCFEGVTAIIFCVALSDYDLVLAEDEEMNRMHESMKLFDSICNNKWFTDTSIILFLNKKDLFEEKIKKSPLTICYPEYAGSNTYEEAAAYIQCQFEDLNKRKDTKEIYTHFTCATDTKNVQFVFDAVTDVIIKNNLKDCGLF
GAA glycogen – GAA glycogen-cleavage inhibition or activation; P10253; recombinant GAA, glycogen substrate, Amplex Red glucose oxidase fluorescence; Potency, µM (series often up to 76.4 µM), without a hit: top-dose activity change, negative = inhibition, most hits filed as inhibitors; actives 0.38% (n = 300,000);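 note: 0% = full enzyme reaction and -100% = no-enzyme basal signal; the screen sought inhibitors and activators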
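qHTS, 1536-well; enzyme 4 nM final; cpd up to 77 uM; substrate bovine liver glycogen 30 ug; 50 mM citrate/phosphate pH 5.0, 0.01% Tween-20; 37 C, 40 min; Amplex Red detection 45 min RT; Hill fit → AC50.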
GAA spleen mod – inhibits or activates alpha-glucosidase in human spleen homogenate; P10253; human spleen homogenate, 4-MU-alpha-glucoside fluorescence; Potency, µM (doses to about 79.9 µM), for the others: at the highest dose activity change, negative = inhibition, hits mostly inhibitors; actives 0.006% (n = 240,000);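 note: 0% = enzyme with vehicle and -100% = no enzyme basal signal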
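Enzyme source: human spleen homogenate, 1 ug/well. Buffer 50 mM citric acid/K phosphate pH 5.0, 0.01% Tween-20. 4-MU-alpha-glucoside 1 mM; 37 C x 40 min; NaOH/glycine stop; fluorescence.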
SMN2 splice enh – increases expression of the SMN2 splice variant | HEK293 SMN2-luciferase splicing reporter, luminescence, 30-36 h | Potency, µM (top dose mostly 46.1 µM), inactives show top-dose activity change, positive = activation, hits mostly activators | actives 2.8% (n = 210,000) | AID 1458; note: % of control where 0% means no effect; nearly all actives have a fitted effect of over 55% in size
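qHTS luciferase splicing reporter: luminescence rises when SMN2 exon 7 is included in transfected HEK293 cells. Compound exposure lasted 30-36 h at 37C, with 4.5 mM final sodium butyrate as control, followed by a ONE-Glo read.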
Active calls of the source: *; u = inconclusive; x = not tested or not shown; & = joins results of further samples; [ ] = remark or other dose. Unless noted, calls come from the whole dose curve; as a rule, active = well fitted curve in the direction sought with a large enough effect; inconclusive = small, poorly fitted or top-dose-only effect, or another doubt; inactive = no such curve, though single readings can be large; an effect the other way counts as inactive or inconclusive. Potency is the fitted concentration of half-maximal effect. A portion of the library; rates above refer to the full screens.

Structure	GAA inhib	aGal spleen mod	ALDH1A1 block	JMJD2E inh	RGS12 GoLoco inh	GAA glycogen	GAA spleen mod	SMN2 splice enh
O=C(C1CCN(c2ccc(N3CCOCC3)nn2)CC1)N1CCN(c2ccc(F)cc2)CC1	10%	13%	u	u	5%	7%	5%	-35%[inhibitor]
Cc1ccc(S(=O)(=O)N2CCN=C2SCc2ccccc2)cc1	-9%	4%	u	-26%	6%	2%	0%	-22%
CCOc1cc(/C=N/NC(=O)CCCC(=O)NC2CCCCC2)ccc1O	7%	3%	11%	-12%	-6%	u	9%	-1%
COc1cccc(-c2nnn(CC(=O)Nc3cc(OC)c(NC(=O)c4ccco4)cc3OC)n2)c1	-1%	-2%	u	u	5%	4%	-14%	12%
COc1ccc(C(=O)N/N=C/c2ccccc2C(=O)O)cc1OC	x	-3%	x	-11%	6%	2%	-10%	x
Cc1ccc(NC2SC(=O)N(Cc3cccc(C(=O)O)c3)C2=O)c(C)c1 (stereo unspecified)	x	3%	x	7%	1%	-7%	-3%	x
COc1cccc(/C(C)=N/NC(=O)Cc2c(C)[nH][nH]c2=O)c1	-8%	1%	8%	-6%	2%	14%	0%	5%
COc1cccc(Nc2ncc3nc(C)c(=O)n(-c4ccccc4)c3n2)c1	x	5%	u	x	70%[activator]	x	1%	x
Cc1cccc(NC(=O)CCCCCN2C(=O)c3ccccc3C2=O)n1	u	12%	u	11%	-5%	0%	5%	-2%
COC(=O)c1ccc(NC(=O)C2C3C=CC(O3)C2C(=O)O)cc1 (stereo unspecified)	1%	-7%	4.5µM*	-1%	-14%	-4%	-4%	5%
Cc1cc(N2C(=O)CCC2=O)n(-c2ccccc2)n1	4%	6%	16%	4%	-4%	0%	7%	-6%
Cc1cc(NC(=O)c2ccccc2)n(-c2ccccc2)n1	u	4%	2%	3%	3%	-1%	4%	x
Nc1nc(NC(=O)c2cccs2)nn1-c1ccccc1	2%	-11%	3%	3%	2%	7%	-14%	11µM*
COc1ccc(C2c3c(-c4ccccc4)n[nH]c3C(=O)N2c2ccc(C(=O)O)cc2)cc1 (stereo unspecified)	x	7%	x	-8%	14%	7%	4%	x
CCCC(O)(CCN1CCOCC1)c1ccc(Cl)cc1 (stereo unspecified)	x	4%	x	-3%	-7%	11%	1%	x
CN(C)S(=O)(=O)N1CCN(S(=O)(=O)c2ccccc2)CC1	-9%	-2%	-6%	-1%	-2%	0%	-1%	12%
Cc1cc(C)nc(NS(=O)(=O)c2ccc(N3C(=O)c4ccccc4C3=O)cc2)n1	5%	4%	9%	5%	7%	-3%	2%	-6%
Cc1nc(-c2ccccc2)nc2[nH]c(-c3ccccc3)cc(=O)c12	1%	-4%	-1%	3%	1%	-1%	2%	5%
O=C(c1ccc(Cl)cc1)c1c[nH]c(C(=O)NNc2cccc(Cl)n2)c1	-4%	7%	22%	6%	-10%	-25%	3%	3%
C/C(=N\NC(=O)c1cccc(S(=O)(=O)N2CCCC2)c1)c1cccs1	-3%	2%	-6%	5%	2%	1%	-20%	27%
O=C(N1CCN(c2ccccc2F)CC1)C1(c2cccs2)CCOCC1	5%	0%	u	3%	5%	-6%	5%	-9%
O=C(COn1nnc2ccccc21)NCC1CCCCC1	-13%	-8%	6%	0%	6%	6%	0%	20%
CCOC(=O)c1ccc(-c2ccc(/C=N/NC(=O)c3cncc(Br)c3)o2)cc1	x	0%	x	-3%	22%	1%	-6%	x
NC(=O)c1cccc([N+](=O)[O-])c1	x	0%	0%	x	9%	x	-1%	14%
CC(C)CCNc1nc2ccccc2nc1NS(=O)(=O)c1cccs1	x	7%	x	u	-4%	-16%	-1%	x
O=C(CN1C(=O)C2C3C=CC(C3)C2C1=O)Nc1ccc2nccnc2c1 (stereo unspecified)	10%[15.4 µM]	7%	u	u	-2%	-6%	5%	-18%
CNC(=O)COC(=O)c1ccc(OCC(=O)Nc2ccccc2OC)c(OC)c1	-1%	1%	5%	-26%	-10%	10%	-3%	10%
Cn1nc(C(F)(F)F)c(/C=N/OC(=O)c2ccccc2Cl)c1SCc1ccccc1Cl	-7%	-1%	0%	2%	0%	-17%	-7%	-26%
N[C@H](C(=O)O)c1cccc(O)c1	x	1%&9%&11%	14%&-12%	22µM*	10%&-2%&-4%	x	-1%&-8%&-2%	-7%
C/C(=C\c1ccccc1)C(=O)NC1CCSC1=O (stereo unspecified)	3%	4%	9%	-1%	2%	1%	-5%	-2%
CSc1ccc(C(=O)NCC(=O)O)cc1[N+](=O)[O-]	x	-2%	x	1%	3%	6%	3%	x
COc1cccc(CNC(=O)CCS(=O)(=O)c2cccc3nsnc23)c1	-3%	9%	-9%	-1%	6%	0%	7%	11%
O=C(Oc1ccc(C(=S)N2CCCCC2)cc1)c1ccccc1	-7%	-8%	11µM*	-25%	10%	10%	-1%	x
O=[N+]([O-])c1ccc(Sc2n[nH]c(-c3ccccc3)n2)nc1	0%	-8%	-15%	u	15%	-2%	-4%	17%
CN(CCOC(=O)c1cccc(F)c1)Cc1ccccc1	-1%	1%	-12%	3%	-1%	-3%	-2%	1%
CCOC(=O)C(=Cc1ccc(OCc2ccc([N+](=O)[O-])cc2)c(OC)c1)C(=O)OCC	-3%	-5%	-15%	2%	-5%	-23%	0%	-13%
CCC(Cl)CC(Cl)C(Cl)C(Cl)C(Cl)C(C)Cl (stereo unspecified)	x	-2%	u	x	-2%	x	2%	-8%
O=C(c1ccccc1F)N1CCN(c2ccc([N+](=O)[O-])c(NCc3cccnc3)c2)CC1	0%[15.4 µM]	7%	7.9µM*	1%	3%	-4%	1%	x
COc1ccc(-c2cc3ccc(OCc4nn[nH]n4)cc3oc2=O)cc1	u	u	u	u	1%	2%	u	-29%
CCOC(=O)Cn1c(=O)oc2cc(S(=O)(=O)NCCC(C)C)ccc21	-12%	4%	0%	7%	-10%	5%	1%	17%
CCOC(=O)C1CCN(C(=O)c2cc3cc4cc(OC)ccc4nc3o2)CC1	4%	2%	u	u	8%	3%	-17%	11µM*
COc1cc2c(cc1NC(=O)C(C)Sc1cccc[n+]1[O-])oc1ccccc12 (stereo unspecified)	4%	4%	u	-3%	16%	-1%	9%	10µM*
COc1nn(CC(=O)N2N=C(C)CC2(O)C(F)(F)F)cc1[N+](=O)[O-] (stereo unspecified)	2%	-1%	-2%	6%	-7%	-1%	-2%	-6%
O=C(NCCN1CCCC1)C1CC(=O)N(C2CCCCC2)C1 (stereo unspecified)	0%	1%	-1%	-2%	-2%	10%	-5%	-4%
C=C1c2ccccc2S(=O)(=O)N(Cc2ccccc2)C1COCc1ccccc1 (stereo unspecified)	x	-1%	x	-9%	5%	-6%	-3%	x
CCCc1nnc(SCC(=O)N2CCCC(C)C2)n1CCCOC (stereo unspecified)	0%	1%	u	3%	2%	1%	-12%	10%
CCOC(=O)N1CCN(C(=O)c2ccc(Cl)c(S(=O)(=O)Nc3ccccc3)c2)CC1	-9%	1%	5%	-2%	-21%	0%	-1%	6%
CC(C)N(Cc1cc2ccccc2[nH]c1=O)C(=O)c1cccc([N+](=O)[O-])c1	x	6%	x	1%	1%	3%	6%	x
Cc1sc2nc(CN(C(=O)NC3CCCCC3)C3CCCC3)[nH]c(=O)c2c1C	2%	2%	-1%	0%	0%	-3%	-1%	x
Cc1nn(-c2ccc(Cl)c(Cl)c2Cl)c(=O)c2ccccc12	-9%	5%	-10%	2%	3%	-3%	-1%	-12%

Other results
Structure	GAA inhib	aGal spleen mod	ALDH1A1 block	JMJD2E inh	RGS12 GoLoco inh	GAA glycogen	GAA spleen mod	SMN2 splice enh
CC(=O)N1N=C2c3ccccc3CCC2C1c1ccc(F)cc1 (stereo unspecified)	-2%	1%	-8%	4%	11%	7%	4%	x
COc1ccc(CC(=O)Nc2cc(C)ccn2)cc1	-1%	4%	u	11%	4%	14%	10%	u
CC(C)Cn1c2c(c(=O)[nH]c1=O)C(C(F)(F)F)(C(F)(F)F)N=C(CCC1CCCCC1)N2	-1%	10%	9%	u	6%	-3%	8%	-15%
CCC12CN3CCN(CC(C3)/C1=N\NC(=O)c1ccc(C(C)(C)C)cc1)C2	5%	1%	5%	4%	4%	10%	-4%	-3%
CCOc1cc(S(=O)(=O)N2CCC(c3nc4ccccc4s3)CC2)c(OCC)cc1S(=O)(=O)N1CCCCC1	4%	-4%	-1%	1%	12%	0%	-7%	-14%
CCC(=O)N1N=C(c2ccc(NS(C)(=O)=O)cc2)CC1c1ccc(C)cc1 (stereo unspecified)	u	u	u	u	3%	1%	u	1%
CCS(=O)(=O)N1CCC(C(=O)NCCc2ccccc2)CC1	2%	13%	6%	8%	4%	3%	7%	-6%
Cc1ccccc1/C=N/NC(=O)Cc1ccc(Cl)cc1	-4%	5%	12%	1%	-6%	3%	7%	-18%
Cc1ccc(CSCCNC(=O)CN(c2ccccc2)S(C)(=O)=O)cc1	5%	-6%	3%	u	5%	22%	1%	-7%
CC1(C)CC(=O)C2=C(C1)Oc1ncn3nc(-c4cccnc4)nc3c1C2c1ccccc1 (stereo unspecified)	-7%	-10%	7%	6%	-1%	14%	-9%	-5%
Cc1ccc(NC(=O)Cn2cc(S(=O)(=O)c3ccc(C)cc3)c(=O)c3cc(F)ccc32)cc1	-4%	2%	-7%	-5%	15%	5%	8%	-3%
O=C(NCC1CCCO1)C(c1ccc(F)cc1)N(CC1CCCO1)C(=O)c1ccc(-c2ccccc2)[nH]1 (stereo unspecified)	0%	11%	-1%	0%	-9%	-9%	4%	x

Compound profiles, as listed above.
Shown for CCOc1cc(S(=O)(=O)N2CCC(c3nc4ccccc4s3)CC2)c(OCC)cc1S(=O)(=O)N1CCCCC1 = GAA inhib: 4%; aGal spleen mod: -4%; ALDH1A1 block: -1%; JMJD2E inh: 1%; RGS12 GoLoco inh: 12%; GAA glycogen: 0%; GAA spleen mod: -7%; SMN2 splice enh: -14%
Shown for CC(=O)N1N=C2c3ccccc3CCC2C1c1ccc(F)cc1 (stereo unspecified) = GAA inhib: -2%; aGal spleen mod: 1%; ALDH1A1 block: -8%; JMJD2E inh: 4%; RGS12 GoLoco inh: 11%; GAA glycogen: 7%; GAA spleen mod: 4%; SMN2 splice enh: x
